High-throughput results as filed in PubChem BioAssay.
HTR2A ag – mouse HTR2A agonism via beta-arrestin recruitment; CHO-K1 mHTR2A beta-arrestin complementation, luminescence; percent of 30 µM serotonin response; activation, % at 7.6 µM; actives 0.66% (n = 360,000); AID 624169;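 active = activation above a run cutoff, the mean activation of all tested compounds plus 3 SD, cut at about 14% in these data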;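 also: 0% = plate median of compound wells and 100% = 30 µM serotonin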
Target sequence (P35363 whole entry, looked up): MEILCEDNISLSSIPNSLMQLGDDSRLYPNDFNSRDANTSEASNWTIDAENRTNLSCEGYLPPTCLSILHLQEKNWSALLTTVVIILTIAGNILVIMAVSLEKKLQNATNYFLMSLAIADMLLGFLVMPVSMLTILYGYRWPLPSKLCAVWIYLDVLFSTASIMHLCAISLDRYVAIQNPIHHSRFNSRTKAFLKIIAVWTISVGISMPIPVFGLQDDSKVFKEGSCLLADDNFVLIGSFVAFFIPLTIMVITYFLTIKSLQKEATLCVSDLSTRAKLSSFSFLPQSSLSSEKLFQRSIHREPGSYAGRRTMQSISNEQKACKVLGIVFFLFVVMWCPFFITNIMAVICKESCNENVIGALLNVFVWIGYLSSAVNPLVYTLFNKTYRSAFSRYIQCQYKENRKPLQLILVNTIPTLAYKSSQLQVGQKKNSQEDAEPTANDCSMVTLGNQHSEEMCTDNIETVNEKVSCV
Cardio protect – myocardial damage modulation in H9c2 cells; H9c2 cardiomyocytes, H2O2 injury protection, ATPLite, 2 h; protection from H2O2 cell death, % at 20 µM; actives 0.63% (n = 360,000); AID 588492;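 active = compounds giving at least 50% protection of heart cells from peroxide-induced death in the single-dose screen, raw or plate-pattern-corrected value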;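 also: 0% = DMSO wells with peroxide and 100% = DMSO wells without peroxide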
HIF-2a block – inhibitors of HIF-2a; 786-0 RCC cells HIF-2a reporter, luciferase luminescence, overnight; inhibition, % at 18.8 µM; actives 0.72% (n = 360,000); AID 624352;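 active = inhibition of the luminescence signal of 40% or more relative to plate controls, in a single-dose primary screen at 18.75 µM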
Shn3 inh set2 – reduces Shn3 3'UTR luciferase signal in osteoblasts. AID 588674. Clone20 osteoblast Shn3 3'UTR firefly luciferase, 24 h. inhibition, % at 12.5 µM. actives 0.52% (n = 360,000);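 active = mean inhibition of at least 75% with every replicate also reaching 75%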;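 also: 0% = median of neutral control wells and 100% = pilot-screen positive control compound; some compounds past the cut are filed as inactive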
NR2E3 ag-1 – activates human photoreceptor nuclear receptor NR2E3; inhibition of corepressor binding, % at 4.78 µM; Q9Y5X4; actives 0.12% (n = 320,000); AID 2300; GST-NR2E3/biotin-RetCOR TR-FRET, 1536-well;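 active = percent inhibition above the cutoff of mean plus 3 SD of all tested compounds, set per screening campaign, cut at about 20% in these data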;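 also: 0% = DMSO wells and 100% = biotin wells as full block of FRET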
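Test system: GST-NR2E3 and biotin-RetCOR proteins | Quantity: 1.35 nM GST-tagged NR2E3 final | Medium: Tris pH 7.5 | Also added: 7 nM biotin-RetCOR | Dosing: Compound at 4.8 µM, single dose | Timing: 5 h at 4 °C | Detection: Time-resolved FRET | Read-out basis: Percent inhibition | Benchmarks: Biotin wells as high control, 0.6% DMSO wells as low control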
iPSC survival up – enhancers of human iPSC single-cell survival | hiPSC single-cell survival, ATPlite luminescence; 100% = ROCK inhibitor wells, 0% = DMSO | survival enhancement, % at 20 µM | actives 0.044% (n = 360,000); in the data active = survival enhancement above about 18%;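 also: cells exposed to compounds for 16 hours before the ATP read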
MITF TRPM1 inh – inhibitors of MITF-driven TRPM1 promoter in melanoma cells; SK-MEL-5 TRPM1 promoter luciferase, 24 h; inhibition, % at 12.5 µM; actives 0.83% (n = 330,000); AID 488899;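 active = mean inhibition across replicates of 60% or more, whatever share of single replicates reaches that level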; also: values of inactives mirror those of a sister screen read the other way
CaV13 ICDI inh – Primary screen for inhibitors of IQ motif and Ca2+-dependent inactivation inhibitor domain binding in CACNA1D, Förster resonance energy transfer in living cells, …. inhibition, % at 12.3 µM. HEK cells, CFP/YFP FRET ICDI-IQ, plate reader, 10 min; percent FRET-ratio fall versus neutral wells. actives 0.098% (n = 340,000);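 active = mean replicate inhibition of at least 30% and at least 1% of replicates passing that level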;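 also: 0% = median of the neutral control wells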
PDI turbidity – blocks human protein disulfide isomerase activity. PDI insulin aggregation turbidity, A650, 90 min. inhibition, % at 10 µM. actives 0.052% (n = 350,000);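 active = mean inhibition across replicates of 30% or more, whatever share of single replicates reach that level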;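 also: absorbance from insulin aggregation driven by PDI reduction with DTT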
Target sequence (P07237 whole entry, looked up): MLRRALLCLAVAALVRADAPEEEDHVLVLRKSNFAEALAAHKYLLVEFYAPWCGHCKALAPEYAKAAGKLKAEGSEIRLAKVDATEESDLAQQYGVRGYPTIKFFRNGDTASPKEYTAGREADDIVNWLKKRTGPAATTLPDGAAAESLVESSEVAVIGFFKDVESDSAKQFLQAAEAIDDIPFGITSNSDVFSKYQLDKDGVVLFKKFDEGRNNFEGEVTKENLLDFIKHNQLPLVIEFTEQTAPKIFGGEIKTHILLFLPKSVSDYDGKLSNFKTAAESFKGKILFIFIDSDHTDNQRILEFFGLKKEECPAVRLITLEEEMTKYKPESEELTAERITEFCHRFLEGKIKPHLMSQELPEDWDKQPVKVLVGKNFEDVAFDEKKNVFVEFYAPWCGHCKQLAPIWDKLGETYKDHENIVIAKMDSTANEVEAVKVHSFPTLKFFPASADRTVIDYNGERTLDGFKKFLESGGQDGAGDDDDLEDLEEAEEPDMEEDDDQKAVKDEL
Peg3 prom inh – inhibitors of Peg3 promoter; HeLa PEG-Prom luciferase reporter, luminescence, overnight; inhibition, % at 20 µM; actives 1.7% (n = 360,000); AID 588405;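 active = inhibition of at least 50% at 20 µM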
NR2E3 ag-2 – human photoreceptor-specific nuclear receptor agonism; Q9Y5X4; CHO-S Gal4-NCOR/VP16-NR2E3 two-hybrid, luciferase; inhibition of corepressor binding, % at 3.98 µM; actives 0.35% (n = 360,000); AID 602229;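 active = inhibition above the mean of all tested compounds plus 3 SD, cut at about 70% in these data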;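 also: 0% = DMSO with NR2E3 transfected cells and 100% = cells lacking NR2E3 construct; higher means lower luciferase signal from less NR2E3 corepressor binding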
* hit, by the source's call; . = no result given.

Sequence of screens: iPSC survival up	NR2E3 ag-1	HTR2A ag	NR2E3 ag-2	Peg3 prom inh	PDI turbidity	Shn3 inh set2	HIF-2a block	Cardio protect	CaV13 ICDI inh	MITF TRPM1 inh
CC(=O)NCc1ccc(C(=O)CSc2nnc(-c3ccncc3)n2Cc2ccccc2)o1
→ 4.6	0	2	0	1	-12	-5	6	-2	.	-7
N#Cc1cc(C(=O)c2cc(Cl)ccc2O)cn(-c2ccccc2)c1=O
→ -0.9	-4	2	2	14	3	-15	5	-2	-7	-17
COC(=O)[C@]12CCCCC=C1N(Cc1ccc(Cl)cc1Cl)C(=O)[C@H](CC(=O)NCCCCc1ccccc1)C2
→ -0.3	.	-3	-7	.	.	.	3	.	-5	.
CCCn1c(N)c(N(CCOC)C(=O)CSCC(=O)Nc2ccc(C)cc2)c(=O)[nH]c1=O
→ 0.0	2	-1	-36	-2	-1	-9	2	-4	-4	4
Cc1occc1-c1nnc(SCC(=O)NC2CCCCC2C)o1 (stereo not given)
→ -0.4	.	2	16	-24	1	1	-12	-3	-5	-4
CC(=O)NS(=O)(=O)c1ccc(NC(=O)c2cc(-c3ccc(C)c(C)c3)nc3ccccc23)cc1
→ -2.7	-1	2	-37	-38	0	-10	-72	-21	-1	-3
CCOC(=O)C1C(=O)C=C(c2cccs2)CC1c1ccccc1C (stereo not given)
→ -0.6	0	-3	25	32	-4	-6	17	6	-19	2
Cc1ccc(C(=O)Nc2ccccc2C(=O)NCC2CCCO2)cc1 (stereo not given)
→ -0.3	4	3	-31	-23	7	-18	-38	-3	-6	-10
CCOC(=O)c1c(NC(=O)C2COc3ccccc3O2)sc(C)c1C (stereo not given)
→ 5.2	1	4	-13	1	-4	-6	-3	-10	-5	-8
COc1ccc(C(=O)Nc2ccc(S(=O)(=O)N3CCCC3)cc2)cc1[N+](=O)[O-]
→ -0.5	3	-1	-16	1	-4	17	19	-6	-2	-15
COc1ccc(Cc2nn3c(-c4cc(OC)c(OC)c(OC)c4)nnc3s2)cc1
→ 2.6	1	5	-24	-9	0	1	-5	20	-4	2
O=C(NCCS(=O)(=O)c1ccc(Br)cc1)c1ccc(F)cc1
→ -0.5	0	-3	16	7	-1	-2	10	2	-6	12
CCNC(=O)C1(C)CCCN1C(=O)c1ccc2c(c1)OCO2 (stereo not given)
→ -2.5	.	3	-6	1	-1	-21	1	-7	-4	.
O=C(c1cccnc1)N1CCN(C/C=C/c2ccccc2)CC1
→ -0.9	1	-4	11	7	0	-5	-1	2	9	-1
O=C(COC(=O)/C=C/c1cccc(F)c1)NC(=O)NCc1ccccc1
→ -0.1	.	0	9	18	-3	5	7	-6	-5	9
Cc1ccccc1-c1ccnc2[nH]n(-c3ccccc3)c(=O)c12
→ -0.4	-1	-1	-5	-4	-6	5	-11	-2	-20	8
NCCCCCc1nnc(SCc2ccc(Cl)cc2Cl)o1
→ -0.1	1	4	7	2	10	-6	26	2	-8	8
CCCCNC(=O)c1onc(CSc2cccc(OC)c2)c1C(=O)NCCCC
→ -1.9	0	0	-27	16	-1	-3	23	-6	-3	5
COC(=O)c1[nH]c2cc(OC)c(OC)cc2c1NC(=O)c1cccc(OC)c1
→ -4.8	-1	-5	-5	-36	9	-17	-77	21	.	-35
CCOC(=O)C1CCCN(c2c(NCCc3cccc(C)c3)c(=O)c2=O)C1 (stereo not given)
→ 0.5	1	2	-46	1	-2	64	5	12	-17	-6

Sequence of screens: iPSC survival up	NR2E3 ag-1	HTR2A ag	NR2E3 ag-2	Peg3 prom inh	PDI turbidity	Shn3 inh set2	HIF-2a block	Cardio protect	CaV13 ICDI inh	MITF TRPM1 inh
CCCCn1c(N)c(N(CC)C(=O)c2cc(Br)ccc2Cl)c(=O)[nH]c1=O
→ 2.5	1	8	8	-3	-4	-2	16	-1	-5	7
O=C(NNC(=O)c1ccccc1O)c1ccc(NS(=O)(=O)c2ccc(F)c(F)c2)cc1
→ -0.3	2	2	-28	7	4	10	2	22	-6	6
CS(=O)(=O)c1ccc(Cl)c(NC(=O)CSc2n[nH]c(N)n2)c1
→ -0.1	0	-7	14	7	-8	-1	0	-2	-6	2
COc1cccc2c1OC[C@@H](CO)[C@H]2N(C)C(=O)Nc1ccccc1
→ -0.7	0	-1	-43	4	4	-4	-16	3	-6	-3
COc1ccc(C2=NOC(Cn3nc(C(=O)NCc4ccc(C)cc4)cc3-c3ccccc3)C2)cc1 (stereo not given)
→ 0.5	-5	-5	4	13	3	29	5	-3	-10	-2
Cc1ccc(-c2cc(C(=O)N/N=C/c3c(C)nn(-c4ccccc4)c3C)n[nH]2)s1
→ -0.2	.	-5	9	3	-14	3	-11	72*	3	23
CCc1ccc(C(C(=O)NCCOC)N(C(=O)Cn2nnc3ccccc32)c2cccnc2)cc1 (stereo not given)
→ 0.8	1	1	-22	8	-14	-2	11	3	-3	1
Cc1nc(N2CCN(c3ccccn3)CC2)c2c(C)c(C(=O)N3CCN(c4ccc(F)cc4)CC3)sc2n1
→ 1.2	3	-9	-3	58*	-2	7	20	16	-2	-4
CN(Cc1ccccc1)c1nc(-c2cccc([N+](=O)[O-])c2)nc2ccccc12
→ -0.3	-3	0	-14	-3	-18	12	2	-5	-3	1
CSc1ncccc1C(=O)NC1CCCCCC1
→ -0.8	2	6	-45	12	7	6	-5	6	-4	-4
COc1ccc(-n2nnnc2SCC(=O)Nc2cccc(O)c2)cc1
→ 3.3	0	1	-44	-5	9	14	10	-4	-2	3
O=c1[nH]c(-c2ccccc2)nc2sc(-c3ccccc3)cc12
→ -0.7	5	1	-69	-149	-1	-60	-227	11	-2	-41
CC1CCN(C(=O)Cn2cc(SCC(=O)NCC3CCCO3)c3ccccc32)CC1 (stereo not given)
→ 0.4	2	7	-6	6	-2	15	14	13	-7	5
CCOC(=O)CN(C)Cc1cn(C)nc1-c1ccc(Oc2ccccc2)cc1
→ -0.5	-3	2	1	7	-1	1	14	1	-3	-1
O=C(N/N=C/c1cc(Br)c(Br)s1)c1ccncc1
→ 0.0	-3	1	4	-4	-5	49	-26	15	-5	29
Cc1cc(NC(=O)CSc2nc(-c3cccs3)cc(C(F)(F)F)n2)no1
→ -0.5	0	-5	-25	34	-23	31	21	3	.	34
C/C(=N\Nc1ccc(F)cc1F)c1ccccc1O
→ -0.1	1	5	-18	-172	3	-68	-134	-14	-3	-61
O=C(NCc1ccc(F)cc1)C(c1ccccc1)N(C(=O)c1csnn1)c1ccccc1 (stereo not given)
→ 0.1	4	1	8	40	-8	15	24	36	-2	-3
COc1ccc(CC(=O)Nc2ccc3c(c2)OCO3)cc1S(=O)(=O)N1CCOCC1
→ -0.6	-1	-1	-6	23	2	11	19	2	.	4
N#CCCN1CCN(Cc2cc(-c3ccccc3)ccc2O)CC1
→ -0.4	1	-5	11	7	-5	2	15	1	-9	8

Sequence of screens: iPSC survival up	NR2E3 ag-1	HTR2A ag	NR2E3 ag-2	Peg3 prom inh	PDI turbidity	Shn3 inh set2	HIF-2a block	Cardio protect	CaV13 ICDI inh	MITF TRPM1 inh
C[C@@H](C(=O)NCc1ccco1)N1C(=O)N2CCc3c([nH]c4ccccc34)[C@@]2(C)C1=O
→ 0.3	-1	0	-18	1	.	13	16	1	.	4
CCOC(=O)c1c(C)c(C(=O)N2CCc3ccccc3C2)c(C)n1CC
→ 2.3	1	0	-55	20	-5	4	-7	10	-4	1
O=C(CS(=O)(=O)c1ccccc1)N1CCCCCC1
→ -2.1	0	21*	-33	-75	8	-7	-101	2	-6	-21
CC(C)(C)OC(=O)NC(CCCCNC=O)C(=O)O (stereo not given)
→ -2.5	0	-1	-11	4	-3	-39	24	4	.	6
CC1CC(C)CN(c2oc(-c3ccccc3Cl)nc2C#N)C1 (stereo not given)
→ -0.3	-2	2	-18	-16	4	-7	-8	-8	-5	-12
Cc1ccccc1OCC(=O)O/N=C(\N)Cc1cccs1
→ 0.9	2	-5	-23	-148	5	-58	-128	0	.	-39
Cc1ccnc(NCc2ccccc2O)c1
→ -0.4	2	3	-14	-23	-3	-1	-23	4	-6	-10
COc1cc(SC)ccc1C(=O)OCC(=O)NCCC1=CCCCC1
→ 0.7	0	0	14	18	24	-4	-2	-6	0	1
COc1ccccc1CNC(=O)C1CCC(=O)N1C(C)C (stereo not given)
→ -0.7	-2	-2	-10	-3	6	-2	11	5	-4	4
CCN(CC)C(=O)[C@H]1C[C@H](CC(=O)NCCCn2ccnc2)C(=O)N2CCc3c([nH]c4ccc(Cl)cc34)[C@]12C
→ -0.5	.	-3	-26	-3	4	16	7	-1	-7	-12
COc1ccc(OC)c(C2SCCN2S(C)(=O)=O)c1 (stereo not given)
→ -0.4	2	-1	-1	5	5	-19	13	4	-4	-8
CCCOc1cccc(C(=O)Nc2nnn(CCC)n2)c1
→ -3.7	1	1	-7	-122	0	-36	-187	-8	.	-31
CCCCCCN1C[C@@H](O)[C@H](n2cc(-c3ccc(F)cc3)nn2)C[C@@H]1c1ccc(OC)cc1
→ -1.8	.	-4	-39	0	-4	-4	13	-1	-7	.
COc1cccc(NC(=O)Nc2ccc(Br)cn2)c1
→ -0.3	3	-1	-87	-202	2	-67	-242	2	-4	-104
CCn1c(SCC(=O)N2CCCCC2C)nnc1-c1ccc(S(=O)(=O)N2CCN(C)CC2)cc1 (stereo not given)
→ 0.0	2	1	3	11	-3	8	15	5	-6	-5
O=C(CCN1C(=O)S/C(=C\c2ccccc2)C1=O)NCCCn1ccnc1
→ -0.4	3	-2	-14	-28	2	9	-19	-7	-5	-11
COc1cc(C2=Nc3c(c(C)nn3-c3ccccc3)P(=O)(N3CCOCC3)O2)cc(OC)c1OC (stereo not given)
→ -0.4	0	0	-8	-1	-2	-15	4	5	-8	10
COc1ccc(S(=O)(=O)N(C)CC(=O)NCCCN2CCOCC2)cc1Cl
→ -0.1	-2	8	-21	-5	4	-1	8	-4	-4	-4
CCNc1ccc(C(=O)OC(C(=O)NC(N)=O)C(C)C)cc1[N+](=O)[O-] (stereo not given)
→ -0.9	1	4	1	-14	-2	8	8	2	-7	13
Cc1nc(NC(=O)/C=C/c2ccccc2)sc1C(=O)NCCO
→ 0.7	1	1	-7	-37	-5	-12	-64	9	4	-2
CC(=O)NC(CCS(C)(=O)=O)C(=O)Nc1cccc(C)c1 (stereo not given)
→ -3.7	2	-4	-2	-3	.	-26	4	19	-8	5
O=[N+]([O-])c1cccc(C=NN=Cc2ccccc2O)c1
→ 7.6	.	6	-20	-424	-8	-20	-246	-4	-13	-43
c1coc(C2=Nc3cccc4cccc(c34)N2)c1
→ 0.2	2	3	10	6	-49	21	13	1	8	6
